T cell modulator: modulates CD8 T cell binding to vesicles. 2C CD8+ T cell-vesicle binding, flow cytometry; stronger effect = lower value. calls only at 7 µM. 330,000 tested, 0.068% active;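 active = response, share of CD8 T cells binding vesicles, and their 90th percentile fluorescence all below set limits, cut at about 80% in these data, passing the limit was not always enough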
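Read-out – percent CD8+ FL2 mean versus row control · System – murine 2C transgenic CD8+ T lymphocytes · Times – 1.5 h cell–vesicle binding at 37 °C, then 20 min icy labelling · Control set – naked vesicles low, QL9 vesicles with vehicle high · Detection – cytometric PE anti-B7-1 and Alexa647 anti-CD8 signals after 1% paraformaldehyde fixation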
GPR55 LPI antagonism: inhibition of LPI-stimulated GPR55 beta-arrestin translocation – imaging, U2OS, beta-arrestin-GFP, LPI agonist, primary screen (AID 2013); U2OS GPR55 beta-arrestin-GFP translocation imaging, LPI antagonism; higher % means a stronger effect; one-dose inhibition, % at 10 µM; IC50 in µM for titrated hits; 290,000 tested, 0.13% active;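 active = spots per cell inhibited over 60%, with over 100 cells counted and total cytoplasm intensity under 500,000; inconclusive = wells with under 100 cells, flagged as likely toxic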;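 note: U2OS cells stably carrying GPR55 and arrestin-GFP stimulated by 5 µM LPI near EC80; imaged beta-arrestin-GFP aggregate spots per cell after agonist stimulation; plate controls were LPI-stimulated DMSO wells for no effect and DMSO wells without LPI for full effect; some results filed as inactive read as strong as hits; confirmed hits need IC50 under 10 µM and bright autofluorescent wells are also inconclusive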
SV40 large T antigen: SV40 large T antigen inhibitors, biochemical (AID 1903); 310,000 tested, 0.39% active; SV40 large T antigen ATPase/helicase inhibition assay; higher % means a stronger effect; one-dose inhibition, % at 20 µM; IC50 in µM for titrated hits; in the data active = a potency from the dose series; inconclusive = inhibition mostly from about 32% at the one dose, without a potency; inactive = the rest, 99 in 100 with inhibition below about 32%; note: strong numbers were not always called active
GPR55 beta-arrestin: selective activators of receptor GPR55 – imaging, U2OS cells, beta-arrestin-GFP redistribution, primary screen (AID 1961); U2OS GPR55 beta-arrestin-GFP redistribution imaging; higher % means a stronger effect; activation, % at 10 µM, or EC50 in µM where a hit was titrated; 290,000 tested, 0.048% active;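 active = activation above 40% with more than 50 cells counted in the well; inconclusive = wells holding fewer than 50 cells, flagged as toxic or sparse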;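 note: U2OS osteosarcoma cells stably expressing GPR55 and beta-arrestin-GFP; plate controls were DMSO negative control for no effect and LPI positive control for full effect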
LYP inhibition: PTPN22 lymphoid phosphatase activity blockers – biochemical, fluorescence intensity, uHTS (AID 1779); recombinant LYP phosphatase, fluorescence intensity; higher % means a stronger effect; inhibition, % at 11.5 µM, or IC50 in µM where a hit was titrated; 290,000 tested, 0.054% active; in the data active = inhibition above about 50%;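 note: plate controls were vehicle with enzyme for no effect and no enzyme for full effect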
MgcRacGAP inhibition: MgcRacGAP GTPase-activating activity inhibitors, confirmation, biochemical, ADP Hunter fluorescence; MgcRacGAP-stimulated Rac1 GTP hydrolysis, ADP Hunter fluorescence; higher % means a stronger effect; GST-tagged Rac1 F28L mutant substrate; one-dose inhibition, % at 30 µM; IC50 in µM for titrated hits; 340,000 tested, 0.6% active;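 active = first-screen hits whose inhibition reached a set limit at any dose in the follow-up dose series; inconclusive = inhibition above the set first-screen limit but never retested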;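 note: fluorescence reports GDP produced by GAP-driven GTP hydrolysis; strong numbers were not always called active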
NTR1 ag: agonists of NTR1, primary screen, imaging, U2OS cells, beta-arrestin-GFP, high content (AID 493036); activation, % at 20 µM; NTR1-U2OS beta-arrestin-GFP spot imaging, agonist mode; P30989; 330,000 tested, 0.17% active;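 active = activation at or above 40% of the spot to cytoplasm intensity ratio, with at least 20 cells analyzed; inconclusive = wells under 20 cells, flagged as cytotoxic or low count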;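 note: 0% = DMSO without peptide and 100% = 100 nM NTR1 peptide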
Target sequence (P30989 whole entry, looked up): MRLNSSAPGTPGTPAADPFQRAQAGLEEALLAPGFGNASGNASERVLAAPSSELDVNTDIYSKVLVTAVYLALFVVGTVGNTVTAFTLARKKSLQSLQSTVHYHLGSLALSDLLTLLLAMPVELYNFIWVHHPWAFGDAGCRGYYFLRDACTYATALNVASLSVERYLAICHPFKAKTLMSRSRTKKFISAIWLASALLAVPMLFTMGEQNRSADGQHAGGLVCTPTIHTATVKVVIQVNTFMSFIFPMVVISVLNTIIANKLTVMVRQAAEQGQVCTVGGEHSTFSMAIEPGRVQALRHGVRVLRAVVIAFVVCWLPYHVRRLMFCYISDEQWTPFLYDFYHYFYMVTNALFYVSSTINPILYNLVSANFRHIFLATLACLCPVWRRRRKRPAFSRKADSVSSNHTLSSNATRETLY
GPR35 antagonists: GPR35 antagonists blocking zaprinast-driven arrestin recruitment, primary screen, imaging, U2OS, beta-arrestin-GFP, zaprinast agonist (AID 2058); U2OS GPR35 beta-arrestin-GFP translocation imaging, zaprinast antagonism; higher % means a stronger effect; 290,000 tested, 0.052% active; inhibition, % at 10 µM; hits with a dose series show IC50 in µM;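 active = inhibition of at least 50% with at least 30 cells and total cytoplasm GFP at most 10,000,000; inconclusive = under 30 cells or total GFP of 10,000,000 plus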
Hep lipid drop: modulators of hepatic lipid droplet formation. inhibition, % at 6.5 µM. AML12 mouse hepatocytes, oleate lipid droplets, BODIPY imaging. AID 1656. 240,000 tested, 0.4% active;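 active = lipid droplet intensity inhibited by at least 50%, with more than 500 cells counted; inconclusive = wells with under 300 cells, treated as cytotoxic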
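Test system: AML12 hepatocytes (mouse); reagent: oleate loading, 100 µM; dosing: one dose, 6.5 µM compound; incubation: overnight exposure; signal: fluorescence imaging, 20x objective, two fields per well; read-out basis: % inhibition of corrected integrated BODIPY droplet signal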
Hep lipid drop cells 6.5 µM: further read-out of Hep lipid drop, marked with its call; cell count; measured here: cell count, cytotoxicity flag;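 cells counted across two imaged fields per well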
T cell modulator vesicle-bound %: also measured in T cell modulator; calls as there; double positive events, %; measured here: CD8+ vesicle-bound cell fraction;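 binding gate set so that unloaded-vesicle control wells show 10% double positive cells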
NTR1 ag cell count 20 µM: also measured in NTR1 ag; calls as there; cell count; measured here: cell count, cytotoxicity flag
The depositor's hits bear a star; i = inactive; ? = inconclusive; / = no result given; & = joins results of further samples. These rows are one share of the data; the hit share may differ from the screen's.

SMILES | T cell modulator | T cell modulator vesicle-bound % | GPR55 LPI antagonism | SV40 large T antigen | GPR55 beta-arrestin | LYP inhibition | MgcRacGAP inhibition | NTR1 ag | NTR1 ag cell count 20 µM | GPR35 antagonists | Hep lipid drop | Hep lipid drop cells 6.5 µM
Cc1ccc(CNCCc2ccccc2F)cc1 | i | 43 | 4% | 0% | -0.3% | 0% | 0% | -2.2 | 55 | 2% | -6 | 644
Cc1ccsc1C(=O)C1CCCN(Cc2cc(C(C)C)n[nH]2)C1 (stereo unspecified) | i | 62 | -2% | 20% | -0.2% | -3% | 7% | 2.0 | 81 | 22% | -13 | 651
Cc1ccsc1C(=O)C1CCCN(Cc2ccc(O)cc2)C1 (stereo unspecified) | i | 26 | 2% | 19% | 0.2% | 2% | 2% | -0.5 | 38 | -21% | -7 | 645
Cc1ccc2c(c1)=NC(=O)/C(=C/c1c(O)[nH]c(=O)[nH]c1=O)C=2 | i | 61 | -8% | >100µM* | -0.1% | -6% | ? | 0.4 | 43 | -12% | -28 | 675
FC(F)(F)c1cccc(NC2=NCCCS2)c1 | i | 9 | 6% | 12% | 0.7% | -14% | 18% | 1.1 | 56 | -2% | 9 | 804
COc1cccc(N2C(=O)/C(=C/c3ccc(C)o3)C(=O)NC2=S)c1 | i | 22 | -12% | ? | -0.1% | -3% | ? | -0.1 | 81 | 14% | 12 | 868
COc1ccc2ccccc2c1CNCCc1ccccc1 | i | 38 | 12% | 3% | -0.2% | -8% | 1% | 2.3 | 51 | 0% | -25 | 749
C[C@@]12N[C@@H](Cc3ccccc31)c1ccccc12 | i | 31 | / | 9% | / | / | 4%&8% | -2.9 | 49 | / | / | /
Cc1c(N=Cc2c(O)n(Cc3ccc(F)cc3)c(=O)[nH]c2=O)c(=O)n(-c2ccccc2)n1C | i | 61 | 4% | 12% | 0.3% | 0% | -2% | -0.7 | 57 | 17% | -4 | 770
O=C1CN=C(c2ccccc2)c2cc(Br)ccc2N1Cc1cc(=O)n2ccccc2n1 | i | 41 | 46% | 8% | -0.2% | -5% | 3% | 0.4 | 61 | -5% | -9 | 622
COc1ccc(-n2nc(C(=O)NCC(=O)N3CCC4(CC3)OCCO4)c3ccccc3c2=O)cc1Cl | i | 29 | -3% | 13% | -0.2% | -10% | 2% | -1.5 | 46 | 6% | -2 | 801
C#CC1(O)CCC2C3CCC4=C/C(=N/OCC(=O)NCC(=O)NC(C(=O)O)C(C)C)CC[C@]4(C)C3CC[C@@]21C (stereo partly specified) | i | 30 | -6% | 8% | -0.2% | -7% | 3% | 0.9 | 89 | 2% | 6 | 823
Nc1cc(C(=O)Nc2ccc(Cl)cc2)ccc1N1CC2CC(C1)c1cccc(=O)n1C2 (stereo unspecified) | i | 41 | 5% | 16% | -0.1% | -3% | 9% | 1.3 | 44 | -14% | -11 | 781
CN1CCN(c2ccc(C(N)=O)cc2[N+](=O)[O-])CC1 | i | 45 | 6% | 1% | 1.0% | -9% | -2% | -0.3 | 51 | -7% | 3 | 649
CC(C)c1onc(C(=O)N2CCC3(CC2)OCCO3)c1[N+](=O)[O-] | i | 31 | -20% | 5% | -0.2% | -17% | 10% | -1.8 | 64 | 14% | -24 | 690
COCCOC(=O)C1=C(N)OC(C)=C(C(=O)OC)C12C(=O)Nc1ccccc12 (stereo unspecified) | i | 22 | 9% | 4% | 0.2% | 2% | 9% | 0.7 | 41 | 3% | -6 | 768
CCNc1cc(N2CCN(C)CC2)ccc1[N+](=O)[O-] | i | 28 | 8% | 24% | -0.1% | -3% | 11% | 0.4 | 52 | 1% | 4 | 675
CC/C(=N\Nc1ccccc1)c1c(O)[nH]c(=O)[nH]c1=O | i | 36 | 2% | 20% | -0.2% | -3% | 16% | -0.8 | 60 | 24% | -8 | 597
O=C(C1CCCO1)N1CCC2(CC1)OCCO2 (stereo unspecified) | i | 28 | 5% | 11% | 0.0% | -9% | -4% | -2.1 | 77 | 4% | 7 | 640
CN1CC=C2C(C#N)=C(N)C(C#N)(C#N)C(c3ccncc3)C2C1 (stereo unspecified) | i | 29 | 48% | -1% | -0.1% | 0% | 16% | -2.6 | 45 | 45% | -1 | 632
OCC#CC[N+]1(CC#Cc2ccccc2)CCCC1 | i | 28 | -5% | 24% | -0.2% | -7% | 3% | 0.1 | 52 | 2% | -4 | 672
CC(C)CN1CCN(Cc2cccc3c2OCO3)CC1CCO (stereo unspecified) | / | / | 1% | 4% | -0.1% | -9% | 9% | 0.0 | 58 | -5% | 4 | 698
O=C(c1cc(C(=O)NCc2ccccc2)c(=O)n(Cc2ccccc2)c1)c1cc(Cl)ccc1O | i | 46 | 10% | -9% | 0.4% | 11% | -10% | 6.2 | 81 | -3% | -1 | 679
O=C(CNC1CCCC1)Nc1ccc(N2CCCCCC2)cc1 | i | 29 | 10% | 22% | 0.2% | 1% | 76µM* | 3.1 | 38 | 4% | 6 | 669
Cc1nn(Cc2ccccc2Cl)c(Cl)c1C(=O)OCC(=O)NCc1ccco1 | i | 48 | 4% | 5% | 0.2% | 0% | 9% | 0.7 | 72 | -8% | -23 | 653
CC1CCC(N2CCN(C(=O)COc3ccccc3)CC2)CC1 (stereo unspecified) | i | 15 | 7% | 8% | -0.1% | -15% | 15% | 2.2 | 50 | 9% | 27 | 740
C=CCNC(=S)/N=C/c1c(O)[nH]c(=O)[nH]c1=O | i | 53 | 4% | 8% | 0.2% | -1% | -4% | -0.9 | 81 | -5% | 2 | 686
Cc1nc(N2CCN(C(=O)c3ccco3)CC2)c2c3c(sc2n1)CCCC3 | i | 18 | 1.6µM* | 4% | -0.3% | 10% | -6% | 1.8 | 36 | -6% | -1 | 714
Cc1ccsc1C(=O)C1CCCN(Cc2sc(N(C)C)nc2Cl)C1 (stereo unspecified) | i | 24 | 15% | -16% | 0.9% | 1% | 8% | 4.3 | 40 | 9% | -36 | 635
O=C1NC(=O)N(CCc2ccc(F)cc2)C(=O)/C1=C/C=C/c1ccccc1 | i | 42 | -11% | 16% | 0.3% | 1% | / | 42* | 50* | 6% | -12 | 707
CCN(CC)C(=O)c1ccc(NC(=O)C2=C(C)OCCS2)cc1 | i | 40 | 3% | 1% | -0.1% | -3% | -4% | -0.5 | 84 | 0% | 4 | 827
O=C(C[N+]12CCC(CC1)C(CO)C2)c1ccc([N+](=O)[O-])cc1 (stereo unspecified) | i | 4 | 1% | 9% | 0.3% | -7% | -14% | 4.4 | 40 | 2% | 9 | 666
O=C1NC(=O)N(c2ccccc2)C(=O)/C1=C\C=C\c1ccccc1 | i | 29 | 11% | 96µM* | -0.1% | -2% | / | 74* | 53* | 8% | 7 | 711
N#CC1=C(N)Oc2c(c(=O)oc3ccccc23)C1c1ccc(OC(=O)N2CCOCC2)cc1 (stereo unspecified) | i | 28 | / | 1% | / | / | 8% | -1.2 | 56 | / | / | /
CC(N=Cc1c(O)[nH]c(=O)[nH]c1=O)c1ccccc1 (stereo unspecified) | i | 15 | -2% | 6% | -0.1% | -5% | 7% | 1.3 | 99 | 15% | / | /
CS(=O)(=O)NNP(=O)(NNS(C)(=O)=O)NC(=O)c1ccccc1 | i | 13 | -3% | 16% | -0.2% | -7% | -8% | -2.1 | 58 | 9% | 0 | 724
O=C(CN1CCN(c2ccccc2F)CC1)Nc1cccnc1Cl | i | 65 | 12% | 15% | -0.3% | -1% | -8% | 1.4 | 49 | -4% | 2 | 700
CCOC(=O)C1C(=O)N(C)C2(C)CC1c1cc(OC)ccc1O2 (stereo unspecified) | i | 6 | 11% | 1% | -0.1% | -1% | 3% | -0.5 | 100 | -11% | / | /
CCOC(=O)C1=C(N)OC2=C(C(=O)CCC2)C12C(=O)N(CC(N)=O)c1ccccc12 (stereo unspecified) | i | 21 | 13% | 9% | 0.3% | 0% | 2% | -1.8 | 36 | 10% | / | /
COc1ccccc1N1CCNCC1 | i | 68 | 1% | 23% | -0.1% | -1% | 6% | / | / | -13% | 0 | 719
COc1ccc(Cc2nccc3cc(OC)c(OC)cc23)cc1OC | i | 58 | 5% | -4%&7% | 0.1% | -4% | 3% | -0.9 | 64 | -10% | -1 | 689
COc1ccccc1CN1CCN(C(=O)COc2ccccc2)CC1 | i | 34 | 6% | -1% | 0.4% | -9% | 14% | -7.5 | 79 | 4% | 1 | 682
COc1ccc(-c2cc(=O)c3c(OC)c(OC)c(OC)cc3o2)cc1 | i | 30 | 6% | 3% | -0.2% | 7% | 11% | -2.2 | 84 | -8% | -6 | 710
COc1ccc(-c2cc(=Nc3ccccc3)c3cc(C)ccc3o2)cc1 | i | 62 | 4% | 11% | 0.3% | -22% | 14% | 1.8 | 79 | -16% | 2 | 678

Only LYP inhibition, for 3 of the compounds above:
compound	LYP inhibition
O=C(CN1CCN(c2ccccc2F)CC1)Nc1cccnc1Cl	-1%
CCOC(=O)C1C(=O)N(C)C2(C)CC1c1cc(OC)ccc1O2 (stereo unspecified)	-1%
CCOC(=O)C1=C(N)OC2=C(C(=O)CCC2)C12C(=O)N(CC(N)=O)c1ccccc12 (stereo unspecified)	0%

Screening data deposited in PubChem by several laboratories.
